High-throughput results as filed in PubChem.
E coli WT inh = growth inhibitors of wild type E. coli, primary screen, strain BW25113 wild type, absorbance readout. E. coli BW25113 growth inhibition, OD600. inhibition, % at 10 µM. 20,000 compounds, 0.05% hits; in the data active = inhibition above about 40%;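 note: bacteria exposed to compound for 20 hours at 37 °C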
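assay system = bacterial strain in a whole-cell growth screen | quantity = inoculum from a 1:1000 dilution of a 1.5 h subculture | buffer or medium = LB broth with 50 µg/mL kanamycin | compound dosing = one dose, 10 µM final | schedule = compound exposure of 20 h at 37 °C | technique = absorbance at 615 nm as a measure of bacterial growth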
An asterisk follows results filed as active. These rows are one share of the data (hit frequency here may not be typical).

Compound	E coli WT inh
CS(=O)(=O)Nc1ccccc1C(=O)Nc1cccc(Cl)c1	-15
CCCCCCn1c(CN2CCCC(C)C2)nc2c1c(=O)n(C)c(=O)n2C (centres undefined)	-1
CC(C)CNC(=O)c1c(N)n(/N=C/c2ccccn2)c2nc3ccccc3nc12	8
CCN(CC)c1ccc(-c2nn3c(-c4n[nH]c5c4CCC5)nnc3s2)cc1	-8
O=c1c2c([nH]c3ccccc13)CCCCCC2	-17
Cc1cc(CN2CCOCC2)c(O)c(C2(C)CCCCC2)c1	3
COc1cc(OC)c(C2C(C#N)=C(N)OC3=C2C(=O)CC(C)(C)C3)cc1OC (centres undefined)	12
Cc1c(C(=O)Nc2cnccn2)oc2ccccc12	7
CCOC(=O)c1nnc(-c2ccccc2)o1	6
COc1cccc(C(C#N)N2CCCCC2)c1O (centres undefined)	-26
COc1cccc(C(=O)/C=C/Nc2cc(C)ccc2O)c1	-18
CC1Cc2cc(/C(O)=C3/C(=O)C(=O)N(CC4CCCO4)C3c3ccco3)ccc2O1 (centres undefined)	-20
O=C(NCCN1CCCCC1)c1ccc(=O)oc1	-4
CCc1ccccc1-n1c(-c2ccncc2)n[nH]c1=S	-24
COc1cc(NS(=O)(=O)c2ccc(NC(=O)C3CCCO3)cc2)nc(OC)n1 (centres undefined)	-26
Oc1ccccc1-c1nnc(COc2ccc(Cl)cc2Cl)o1	0
CCN1CCN(S(=O)(=O)c2ccc(OC)c(Br)c2)CC1	-12
Cc1nnc(SCC(=O)NCCN2C(=O)CSC2=O)s1	3
COc1ccc(CNC(=O)C2CCNCC2)cc1	5
Cn1c(=O)c2c(nc(CN3CCc4ccccc4C3)n2CC(=O)c2ccccc2)n(C)c1=O	6
Cc1ccc(Cn2ncc3c(N4CCCC4)ncnc32)cc1	-20
CCSc1nc2ccccc2n1CC(N)=O	-4
CC(=O)c1cccc(NC(=O)N2CCCC2C(=O)NCc2ccc(C)cc2)c1 (centres undefined)	-3
COc1ccc(C2C(=O)N(C3CCCCC3)CC(=O)N2Cc2ccco2)cc1 (centres undefined)	-1
Cc1ccc(-c2nc3cnccn3c2Nc2ccc3c(c2)OCO3)o1	0
Cc1cc(C)n(S(=O)(=O)c2cc(C(=O)O)c(Cl)cc2Cl)n1	7
O=C(Nc1ccc(C(F)(F)F)cc1Cl)c1ccc(Cn2cc(Br)cn2)o1	6
CCc1ccccc1NC(=O)C(C#N)Cc1cccnc1 (centres undefined)	5
Cc1c(NC(=O)C(C)OC(=O)COc2cccc3c2OC(C)(C)C3)c(=O)n(-c2ccccc2)n1C (centres undefined)	7
CN(c1ccccc1C(=O)NCC1CCCO1)S(C)(=O)=O (centres undefined)	-5
CCOC(=O)c1c(NC(=O)C2CCN(S(=O)(=O)c3cccs3)CC2)sc(C)c1C	-21
Cc1ccccc1N1CCN(C(=O)C2CCCCC2)CC1	2
Cc1cc(=O)oc2c1ccc1oc(/C(=N/O)c3ccccc3)c(C)c12	5
O=C(NCc1cccnc1)C1CCN(C(=O)c2ccc(Cl)cc2Cl)CC1	-12
CCN(CC(=O)NC1CCCCC1)S(=O)(=O)c1ccc(Cl)cc1	-15
CCn1c(Cc2ccccc2)nnc1SCC(=O)Nc1nccs1	1
Cc1ccc(NC(=O)COC(=O)CCc2c[nH]c(=O)[nH]2)cc1	2
O=C1[C@@H]2C(c3ccccc3Cl)=NO[C@@H]2C(=O)N1Cc1ccccc1	-5
CCOC(=O)C(C)Oc1ccc(C2NC(=O)NC(C)=C2C(=O)Nc2ccccc2C)cc1 (centres undefined)	-16
Cc1ccc(C(=O)Nc2cnc3sc(C)nn3c2=O)cc1	-18
COC(=O)C1=C(C)OC(N)=C(C#N)C1c1c(C)nn(-c2ccccc2)c1Cl (centres undefined)	9
Cc1cc(C)c2nc(-c3ccccn3)cc(C(=O)Nc3cc(C)on3)c2c1	-1
CC(C)CC(=O)Nc1ccccc1-c1nnn(CC(=O)N2CCOCC2)n1	4
COC(=O)c1cc(C(=O)OC)n(Cc2ccc(F)cc2)n1	-16
CCOC(=O)Nc1c(C(=O)OC)[nH]c2cccc(OC)c12	3
COC(=O)c1cc(Br)c(=O)n(CCc2ccccc2)c1	-19
COC(=O)c1ccccc1NC(=O)c1cc2ncc(Br)cn2n1	-11
COc1ccccc1N(C(=O)Cn1nnc2ccccc21)C(C(=O)NCc1ccco1)c1ccc(C)o1 (centres undefined)	-10
Nc1ccc(-c2ccc(N)cc2C(F)(F)F)c(C(F)(F)F)c1	6
O=C(Nc1ccc(S(=O)(=O)N2CCCc3ccccc32)cc1)C1CCCO1 (centres undefined)	-25

Six compounds picked at random from the list so far, as already listed:
Compound	E coli WT inh
COC(=O)C1=C(C)OC(N)=C(C#N)C1c1c(C)nn(-c2ccccc2)c1Cl (centres undefined)	9
CCOC(=O)c1nnc(-c2ccccc2)o1	6
COc1cccc(C(C#N)N2CCCCC2)c1O (centres undefined)	-26
COc1cccc(C(=O)/C=C/Nc2cc(C)ccc2O)c1	-18
CCN(CC(=O)NC1CCCCC1)S(=O)(=O)c1ccc(Cl)cc1	-15
O=c1c2c([nH]c3ccccc13)CCCCCC2	-17

Carrying on:
Compound	E coli WT inh
O=C1OCCC1Sc1nc2ccccc2s1 (centres undefined)	4
CC(NS(=O)(=O)c1ccccc1)C(=O)Nc1ccc(S(N)(=O)=O)cc1 (centres undefined)	10
CC1(C)CC(=O)C2=C(C1)NC(=O)CC2c1ccc(N(CCC#N)CCC#N)cc1 (centres undefined)	3
CCCc1cc(=O)oc2cc(C)c(CN3CCCC3)c(O)c12	-12
Cc1ccc(-c2noc(CN(C(=O)CCCCCN3C(=O)c4ccccc4C3=O)C(C)C)n2)cc1	-17
CC(C)=CCC(C)(C)C1OCCN1C(=O)Nc1ccccc1 (centres undefined)	-23
Brc1ccc2[nH]c3nc(SCCN4CCOCC4)nnc3c2c1	2
Cc1ccc(C)c(-c2nc3cc(N)ccc3o2)c1	2
O=C(NCCc1ccccc1)c1cc(-c2ccco2)on1	-5
CC(C)(C)c1ccccc1NC(=O)c1cccnc1	-4
C=CCc1ccccc1OCC(O)CNC(C)C (centres undefined)	-2
O=C(CC1CCS(=O)(=O)C1)Nc1ccc[nH]c1=O (centres undefined)	-9
N#Cc1ccsc1NC(=O)CSc1ncn[nH]1	-17
CC(=O)C(C)Oc1cc(C)cc2oc(=O)c(C)c(C)c12 (centres undefined)	-14
O=C(NCc1cccs1)C1CCN(S(=O)(=O)c2cccs2)CC1	6
O=C(Cc1coc2ccc3ccccc3c12)N1CCCC1	1
CC(=O)c1ccc(NC(=O)CSc2nnc(-c3ccoc3C)n2Cc2ccccc2)cc1	10
Cc1nc2ccccc2cc1C(=O)NCc1ccco1	7
COC(=O)c1cccc(NC(=O)CN(c2ccc3c(c2)OCO3)S(C)(=O)=O)c1C	-20
CCOC(=O)N1CCC(NC(=O)Cc2ccc(-n3c(=O)[nH]c4ccccc4c3=O)cc2)CC1	-2
Cc1ccccc1NC(=O)CSc1nc(N)c(C#N)c(-c2cccs2)c1C#N	-1
Cc1ccc(S(=O)(=O)N(C)CC(=O)Nc2nc3ccccc3s2)cc1	-26
Cc1ccc(C(=O)CS(C)(=O)=O)cc1	-20
Cn1c(=O)c2c(-c3ccccc3)n(CCCN3CCOCC3)cc2n(C)c1=O	-2
O=C1Cn2c(nc3ccccc32)N1c1ccccc1F	-18

3 of the compounds above, field by field.
> C=CCc1ccccc1OCC(O)CNC(C)C (centres undefined)
  E coli WT inh: -2
> O=C(CC1CCS(=O)(=O)C1)Nc1ccc[nH]c1=O (centres undefined)
  E coli WT inh: -9
> N#Cc1ccsc1NC(=O)CSc1ncn[nH]1
  E coli WT inh: -17

Going on with the list:
Compound	E coli WT inh
Cc1ccc(C(=O)CCNc2ccc(Br)cc2)o1	3
O=C(CNCC1CCCO1)Nc1ccccc1-n1cccc1 (centres undefined)	-7
CCC(=O)c1cn(CC(=O)NCc2cccnc2)c2ccccc12	-15
N#Cc1ccccc1CSc1ccccn1	5
CCSc1nc(-c2ccc(OC)cc2)ccc1C#N	6
Cc1ccc(S(=O)(=O)N2CCCC2C(=O)OCc2nc3ccccc3s2)cc1 (centres undefined)	-1
COc1ccccc1CCNC(=O)C1CCCO1 (centres undefined)	-10
Cc1ccc(Cl)cc1N1CCN(C(=O)c2cn(C)c(=O)c3c2c2ccccc2n3C)CC1	-3
Cc1cc(NC(=O)c2cc(-c3ccncc3)nc3c(C)cccc23)no1	-12
Cn1c(=O)n(C)c2cc(NC(=O)C(F)(F)F)ccc21	-2
Cc1c(C(=O)NCc2ccccn2)oc2ccccc12	0
Cc1nc2ccccc2c2c1C(=O)N(CCC1=CCCCC1)C2=O	-12
CCOC(=O)c1cnc2sccn2c1=O	-15
Cc1ccc(S(=O)(=O)N(CC(=O)N2CCOCC2)CC(=O)N2CCOCC2)cc1	-8
Cc1ccc(-n2c(-c3ccncc3)nnc2-c2cccs2)cc1	0
C=C(C)CSc1nc(C)c(Cc2ccccc2)c(=O)[nH]1	-13
COC(=O)c1ccc(CSc2nc(N)cc(N)n2)cc1	-13
CCS(=O)(=O)NCCCc1ccccc1	-20
CCCCn1cnc2cc(NCc3ccncc3)ccc21	-11
Cc1cc(C)c2nc(C(F)(F)F)nc(NCCCN3CCCC3=O)c2c1	0
O=C(Nc1ccc(F)cc1F)c1cc2ncc(Br)cn2n1	-10
CC(C)CNS(=O)(=O)c1ccc(CCC(=O)N2CCN(Cc3ccc4c(c3)OCO4)CC2)cc1	1
O=C(NCC(=O)N(CCc1ccccc1)C(C(=O)NC1CCCC1)c1cccnc1)c1ccco1 (centres undefined)	7
Cc1coc2cc3oc(=O)c4c(c3cc12)CCC4	4
CC(C)(C)c1csc(NC(=O)c2cccs2)n1	-13
CCOC(=O)/C=C1\CC(=O)Nc2nonc2N1	-1
O=C1C2CC=CCC2C(=O)N1c1n[nH]c(Cc2ccccc2)n1 (centres undefined)	-17
COc1ccc(Cc2nc(-c3ccc(NC(=O)c4cccnc4)cc3)no2)cc1	14
CC(=O)Nc1ccc(S(=O)(=O)Nc2cccc(-c3nc4cc(C)ccc4o3)c2)cc1	-12
O=C(NCc1cccs1)C1CC(=O)N(c2ccccc2)C1 (centres undefined)	-2
Cc1nnc(NC(=O)C(C)Oc2ccc3c(C)cc(=O)oc3c2)s1 (centres undefined)	-18
O=C1c2ccccc2NC2CCCCCN12 (centres undefined)	3
O=C(O)C1C2C=CC(O2)C1C(=O)Nc1ccc(S(=O)(=O)Nc2ccccc2)cc1 (centres undefined)	-14
CCN(CC)CCN1C(=O)C(O)=C(C(=O)c2ccco2)C1c1ccccn1 (centres undefined)	-2
CCCOc1ccc(N2C(=O)CC(NCCNc3ccc(S(=O)(=O)CC)cc3)C2=O)cc1 (centres undefined)	-24
CC1=CCC(Cc2nc3ccccc3o2)C1(C)C (centres undefined)	-14
CCOC(=O)CNC(=O)CSc1nc(N)cc(N)n1	-2
O=C(c1ccc(Cn2cc(Cl)cn2)cc1)N1CCN(c2ccccc2)CC1	2
O=C(NCc1ccco1)Nc1ccc2nsnc2c1	8
CCCS(=O)(=O)N1CCC(C(=O)N2CCCC2)CC1	0
Cn1c(CN2CCCCC2)nc2cc(NC(=O)c3ccccc3)ccc21	3
COCCNc1oc(COc2cccc(C)c2)nc1C#N	-21
O=C(CSc1nc(-c2ccco2)cc(C(F)(F)F)n1)N1CCCc2ccccc21	-4
O=C(CCN1C(=O)c2ccccc2C1=O)N1CCN(c2ccccc2)CC1	-28
CCOC(=O)C(C)Oc1ccccc1C1NC(=O)NC(C)=C1C(=O)Nc1ccc(C)c(C)c1 (centres undefined)	-17
O=C(Nc1nc2c(s1)CCCC2)Oc1ccccc1	-5
CCOc1ccccc1C(=O)Nc1cc(Cl)ccc1O	-24
CCc1cc2c(=O)c(-c3cscn3)coc2cc1O	14
N#Cc1c(N)nc2c(c1-c1ccncc1)CCCCC2	-3
CC1Oc2ccccc2N(CC(=O)NCc2cccs2)C1=O (centres undefined)	-4

The listing continues:
Compound	E coli WT inh
O=C(C1CCC(N2C(=O)C3CC=CCC3C2=O)CC1)N1CCCCC1 (centres undefined)	-1
CNCCCC12CCC(c3ccccc31)c1ccccc12	9
Cc1ccc2c(C)c(C(=O)Nc3c(C)n(C)n(-c4ccccc4)c3=O)oc2c1	-1
CN(C)c1ccc(/C=C/c2ccncc2)cc1	6
O=C(CSc1ncn(-c2ccccc2)n1)Nc1nc2c(s1)CCCC2	-9
Cc1onc(-c2ccccc2)c1C(=O)N1CCN(C(=O)c2ccco2)CC1	6
CC(C)(CNC(=O)C1CCCC1)CNC(=O)C1CCCC1	-7
Cc1ccc(OCCC(=O)OCC(=O)C(C)(C)C)cc1	8
Cc1ccc(SC(C)C(=O)NCC(C)C)cc1 (centres undefined)	-22
CCOC(=O)N1CCN(C(=O)c2ccc(N(C)S(C)(=O)=O)cc2)CC1	2
CN(Cc1cccs1)CC(O)COCc1ccco1 (centres undefined)	-3
CCCNS(=O)(=O)c1ccc(OCC(=O)NCc2ccc3c(c2)OCO3)cc1	-3
Cc1nn(C(=O)c2cccs2)c(C)c1CN1C(=O)c2ccccc2C1=O	-15
